# Source: PubChem BioAssay
# SIAH1 antagonists: Siah-1 peptide-binding antagonists, primary screen, biochemical, fluorescence polarization, rhodamine-plectin, uHTS (AID 1817). Siah-1 / rhodamine-plectin peptide fluorescence polarization; higher % means a stronger effect. displacement, % at 20 µM, or IC50 in µM where a hit was titrated. actives 0.02% (n = 290,000);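 active = displacement of at least 50% at 20 µM, with a fluorescence ratio check between 0.3 and a set limit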;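 also: plate controls were Siah plus tracer with DMSO for no effect and tracer alone without Siah for full effect; strong numbers were not always called active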
# PMI inhibitors: inhibitors of human PMI, primary screen, biochemical, fluorescence intensity, coupled assay (AID 1209). Mannose-6-phosphate isomerase (Homo sapiens). purified PMI enzyme, coupled fluorescence intensity; higher % means a stronger effect. inhibition, % at 20 µM, or IC50 in µM where a hit was titrated. actives 0.42% (n = 190,000);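 also: plate controls were DMSO vehicle for no effect and wells lacking substrate for full effect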
# Myeloid diff MLP: induction of myeloid progenitor differentiation, primary screen, cell-based, flow cytometry, MLPCN library; actives 1% (n = 360,000); AID 624256, 2012; calls only at 10 µM; ER-HoxA9 myeloid progenitors, lysozyme-GFP differentiation;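 active = normalized GFP-positive differentiation at or above the plate's own cutoff, the solvent-only control mean plus 3 SD; inconclusive = no clear call, values can overlap the other calls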;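 also: cells exposed to compound for four days before flow analysis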
# Salmonella PhoP GFP: inhibitors of PhoP regulon expression, primary screen, Salmonella Typhimurium, GFP reporter (AID 1863); actives 0.16% (n = 300,000); inhibition, % at 50 µM; hits with a dose series show IC50 in µM; S. Typhimurium PhoP-regulated promoter GFP reporter, 4 h; higher % means a stronger effect;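 active = inhibition over 29.93%, a cutoff 3 SD above the screen mean, later confirmed by dose response; inconclusive = inhibition over 29.93% but no dose response follow-up; inactive = inhibition at most 29.93% or unconfirmed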;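 also: 0% = low Mg2+ inducing control and 100% = high Mg2+ repressing control; strong numbers were not always called active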
# XIAP antagonists: XIAP antagonists, biochemical, IAP family, fluorescence polarization (AID 1018) | XIAP BIR domain, fluorescence polarization peptide displacement; higher % means a stronger effect | one-dose displacement, % at 20 µM; IC50 in µM for titrated hits | E3 ubiquitin-protein ligase XIAP (Homo sapiens) | actives 0.007% (n = 200,000); in the data active = displacement above about 50%; also: a part of the inactive calls stands beside numbers as strong as those of hits
# WT yeast gro inh: growth inhibition of WT strain, primary screen, mitochondrial fusion inhibitor project, WT and mutant strains, chemical genetic. mitochondrial fusion phenotypic screen. inhibition, % at 10 µM. actives 2.1% (n = 190,000); in the data active = inhibition above about 58%; tested in S. cerevisiae
# human PMI inhibitors: human PMI inhibitors, high substrate, primary screen, biochemical, fluorescence intensity, high mannose 6-phosphate (AID 1220); inhibition, % at 20 µM; hits with a dose series show IC50 in µM; Mannose-6-phosphate isomerase (Homo sapiens); recombinant PMI enzyme, coupled fluorescence intensity; higher % means a stronger effect; actives 0.66% (n = 190,000)
# TNAP activators: human TNAP enzyme activators, primary screen, biochemical, luminescent, no phosphate acceptor, uHTS (AID 1001) | Alkaline phosphatase, tissue-nonspecific isozyme (Homo sapiens) | purified TNAP, luminescent activation assay, no phosphate acceptor; higher activation fold means a stronger effect | activation fold at 20 µM, or EC50 in µM where a hit was titrated | actives 0.03% (n = 200,000); in the data active = activation fold from about 3, or a potency from the dose series; inactive = the rest, 99 in 100 with activation fold below about 1.6; also: many of its hits are not listed in these tables
# RSV antiviral HEp-2: RSV antiviral activity via CPE protection, HEp-2 cells, primary 10 µM value included (AID 2391); CPE inhibition, % at 10 µM; hits with a dose series show IC50 in µM; HEp-2 cells, RSV-induced CPE inhibition; higher % means a stronger effect; actives 0.13% (n = 310,000); in the data active = a potency from the dose series; inconclusive = CPE inhibition mostly from about 23% at the one dose, without a potency; inactive = the rest, 99 in 100 with CPE inhibition below about 21%; also: strong numbers were not always called active
# WT yeast gro inh mutant strain: further read-out of WT yeast gro inh, marked with its call; inhibition, %; mitochondrial fusion phenotypic screen, mutant strain inhibition
# Myeloid diff MLP GFP+ MAC1+ %: recorded beside Myeloid diff MLP, whose call it bears; GFP+ MAC1+ double positive, %; measured here: differentiation confirmed by MAC1 staining
# Starred values were filed as active, the others as inactive; i = inactive; ? = inconclusive; / = no result given; & = joins results of further samples. Rule as the data show it, unless noted: active = inhibition above about 50%; inactive = the rest.
no.	Molecule	SIAH1 antagonists	PMI inhibitors	Myeloid diff MLP	Myeloid diff MLP GFP+ MAC1+ %	Salmonella PhoP GFP	XIAP antagonists
1	Cc1ccc(CN2CCNC(=O)C2CC(=O)NC2CCCCCC2)o1 (stereo unspecified)	-1%	4%	i	0.9	-4%	-6.4%
2	Cc1cc(NCCO)nc(-n2nc(C)cc2C)n1	-1%	-3%	i	1.3	-11%	-3.9%
3	COc1ccc(NC(=O)Cn2cnc3c(cnn3C(C)(C)C)c2=O)cc1OC	16%	1%	i	0.7	-3%	-3.3%
4	O=C1CC(SCCO)C(=O)N1c1ccccc1 (stereo unspecified)	-1%	4%	i	4.4	-2%	-4.0%
5	Cn1c(=O)[nH]c(=O)c2c1nc(N1CCCCC1)n2CC(O)CN1CCCCC1 (stereo unspecified)	-4%	-7%	i	1.1	5%	-3.5%
6	CCC1Oc2ccc(C)cc2N(CC(=O)NCCCN2CCN(Cc3ccccc3)CC2)C1=O (stereo unspecified)	0%	16%	i	12	-4%	1.7%
7	O=C(CSCC(=O)c1ccccc1)Nc1ccccc1Cl	3%	16%	i	1.1	2%	-2.2%
8	CC(/C=C\C=C\c1ccccc1)=N\NC(=O)c1cncc(Br)c1	-3%	-59%	i	0.7	-4%	-1.2%
9	O=C(CCN1CCN(Cc2ccccc2)CC1)Nc1ccc(OCc2ccccc2)cc1	-3%	13%	i	0.4	6%	-2.7%
10	c1ccc(-c2csc(-c3ccc(-c4csnn4)cc3)n2)cc1	2%	/	i	0.3	-2%	/
11	O=C(CN1C(=O)S/C(=C\c2ccc(F)cc2)C1=O)NCCCn1ccnc1	1%	/	i	3.1	-2%	/
12	O=C(NC1CC1)C1=C[C@@H](c2ccccc2)C[C@@H](OCc2ccc(CO)cc2)O1	0%	/	i	1.6	-4%	/

no.	WT yeast gro inh	WT yeast gro inh mutant strain	human PMI inhibitors	TNAP activators	RSV antiviral HEp-2
1	8	11	6%	1.1	0.9%
2	21	15	-7%	1.1	1.6%
3	-11	-22	2%	1.1	1.1%
4	5	15	1%	1.1	0.6%
5	20	4	5%	1	0.2%
6	16	23	5%	1.1	0.6%
7	-20	-9	12%	1.1	0.7%
8	28	35	-87%	1	-0.8%
9	33	30	11%	1	-1.5%
10	/	/	/	/	1.4%
11	/	/	/	/	0.3%
12	/	/	/	/	6.5%

# Next records follow:
no.	Molecule	SIAH1 antagonists	PMI inhibitors	Myeloid diff MLP	Myeloid diff MLP GFP+ MAC1+ %	Salmonella PhoP GFP	XIAP antagonists
13	CC1CCN(CC(O)Cn2c3ccccc3c3ccccc32)CC1 (stereo unspecified)	6%	/	i	0.1	-7%	/
14	Cc1ccc(Sc2ncccc2C(=O)O)cc1C	-7%	0%	i	0.4	-25%	1.2%
15	Cc1cc(N2CCOCC2)nc(N2CCOCC2)n1	2%&2%	8%	i	0.0	-5%&-6%	-4.4%
16	O=C(NC(C(=O)N/N=C/c1cccnc1)c1n[nH]c(=O)c2ccccc12)c1ccccc1 (stereo unspecified)	1%	/	i	0.7	-1%	/
17	CCC(C)(C)NC(=O)C(c1cccs1)N(C(=O)c1ccn[nH]1)c1ccccc1 (stereo unspecified)	7%	9%	i	0.2	1%	-6.7%
18	Cc1ccc(C(=O)O)cc1NC(=O)C1CCCN1S(=O)(=O)c1cccc2nsnc12 (stereo unspecified)	-2%	-2%	i	2.9	4%	-4.2%
19	COCCN1C(=O)/C(=C/c2ccc(OCc3ccc(C(=O)O)cc3)c(OC)c2)SC1=Nc1ccccc1	31%	19%	i	0.2	-4%	1.5%
20	N#C/C(=C\c1cccs1)C(=O)NCC1CCCO1 (stereo unspecified)	2%	5%	i	0.9	4%	-8.4%
21	CC1CCc2c(nc3nc[nH]n3c2=O)C1 (stereo unspecified)	0%	1%	i	0.4	-26%	-2.2%
22	CCC(=O)N1CCc2cc(S(=O)(=O)CCC(=O)N3CCN(c4ccc(C(C)=O)cc4)CC3)ccc21	4%	/	i	2.5	-4%	/
23	COc1ccc(C(=O)C2CCN(C(=O)c3ccc(F)cc3)CC2)cc1	-1%	/	i	0.3	-4%	/
24	O=S(=O)(Nc1cccc2[nH]ncc12)c1cccs1	3%	2%	i	0.1	-10%	-7.8%

no.	WT yeast gro inh	WT yeast gro inh mutant strain	human PMI inhibitors	TNAP activators	RSV antiviral HEp-2
13	/	/	/	/	-0.9%
14	-14	17	-4%	1.1	0.9%
15	2	-2	1%	1	0.0%
16	/	/	/	/	59%
17	-10	-6	4%	1.5	1.1%
18	-6	-17	-9%	1	0.5%
19	59*	6.1*	5%	1	?
20	22	10	4%	1	1.8%
21	-1	-4	-1%	1.1	1.4%
22	/	/	/	/	2.8%
23	/	/	/	/	19%
24	14	12	5%	1.1	-0.1%

# Looked up above.
# TNAP activators with cpd 8 : 1
# human PMI inhibitors with cpd 14 : -4%

# Continuation.
no.	Molecule	SIAH1 antagonists	PMI inhibitors	Myeloid diff MLP	Myeloid diff MLP GFP+ MAC1+ %	Salmonella PhoP GFP	XIAP antagonists
25	C=CCN1C(=O)N(c2ccccc2)C(=O)C1CC(=O)Nc1ccc(OC)cc1 (stereo unspecified)	-2%	/	i	0.6	1%	/
26	Cc1cccc2c(=O)c(C(=O)NCCc3ccccc3)c[nH]c12	4%	/	i	0.1	2%	/
27	CCOCCCn1c(C)nc2c(c1=O)c1nc3ccccc3nc1n2-c1ccc(C)cc1	2%	-4%	?	/	9%	-4.1%
28	COc1ccc(CCNC(=O)CCN2C(=O)COc3ccc(C)cc32)cc1OC	2%	-36%	i	0.8	3%	-2.0%
29	O=C(O)C1Cc2ccccc2CN1C(=O)c1ccccc1Cl (stereo unspecified)	6%	8%	i	0.7	-8%	-3.0%
30	COC(=O)C1=NN(C(=O)c2ccc(Br)cc2)C(O)(C(C)(C)C)C1 (stereo unspecified)	0%	-12%	i	0.6	-5%	-3.5%
31	CCOc1ccccc1NC(=O)CN(c1ccc(OC)cc1OC)S(=O)(=O)c1ccccc1[N+](=O)[O-]	2%	-1%	i	0.2	4%	-0.8%
32	COc1cc(C2C(C(=O)c3cccs3)=C(O)C(=O)N2c2cc(C)on2)ccc1O (stereo unspecified)	-1%	-2%	i	1.3	7%	-6.0%
33	N#Cc1cc(-c2ccccc2)nnc1Oc1ccccc1	3%	-1%	i	0.7	1%	-2.4%
34	NNC(=O)c1ccc(COc2cccc3ccccc23)cc1	4%	2%	i	0.5	-5%	-7.3%
35	CCC(C(=O)NCCC(C)C)n1ccc2cc(S(=O)(=O)N3CCCCC3)ccc21 (stereo unspecified)	-3%	/	i	5.3	6%	/
36	O=C(O)c1ccccc1OCCN1CCCC1=O	0%	/	i	0.6	-3%	/

no.	WT yeast gro inh	WT yeast gro inh mutant strain	human PMI inhibitors	TNAP activators	RSV antiviral HEp-2
25	/	/	/	/	1.7%
26	/	/	/	/	?
27	21	4	-4%	1.1	/
28	-11	7	-22%	1	-0.8%
29	8	3	-2%	1.1	0.7%
30	-11	-7	-6%	1.5	/
31	3	2	-1%	1	1.1%
32	2	19	2%	1	0.9%
33	-15	9	-3%	1	15%
34	73*	42*	11%	1	4.6%
35	/	/	/	/	1.8%
36	/	/	/	/	1.7%

# In a second layout: three of the compounds above.
[13] CC1CCN(CC(O)Cn2c3ccccc3c3ccccc32)CC1 (stereo unspecified)
[14] Cc1ccc(Sc2ncccc2C(=O)O)cc1C
[15] Cc1cc(N2CCOCC2)nc(N2CCOCC2)n1
assay / compound,13,14,15
SIAH1 antagonists,6%,-7%,2%&2%
PMI inhibitors,/,0%,8%
Myeloid diff MLP,i,i,i
Myeloid diff MLP GFP+ MAC1+ %,0.1,0.4,0.0
Salmonella PhoP GFP,-7%,-25%,-5%&-6%
XIAP antagonists,/,1.2%,-4.4%
WT yeast gro inh,/,-14,2
WT yeast gro inh mutant strain,/,17,-2
human PMI inhibitors,/,-4%,1%
TNAP activators,/,1.1,1
RSV antiviral HEp-2,-0.9%,0.9%,0.0%

# Following part.
no.	Molecule	SIAH1 antagonists	PMI inhibitors	Myeloid diff MLP	Myeloid diff MLP GFP+ MAC1+ %	Salmonella PhoP GFP	XIAP antagonists
37	CNC(=S)NC12CC3CC(CC(C3)C1)C2	1%	4%	i	0.0	-4%	-5.2%
38	Cc1cc(NC(=O)CN2C(=O)NC(C)(c3ccc(Cl)cc3)C2=O)no1 (stereo unspecified)	-2%	-4%	i	0.9	-10%	-2.3%
39	CCOc1ccc(NC(=O)CCN2C(=O)c3cccc([N+](=O)[O-])c3C2=O)cc1	-2%	/	i	1.8	0%	/
40	C/C(=N\NC(=O)CN1CCCCC1)c1ccccc1O	-2%	/	i	0.4	9%	/
41	O=C(Cc1ccccc1)Nc1ccc(-c2nnc(-c3ccco3)o2)cc1	26%	-2%	i	0.6	-8%	-4.5%
42	O=C(CCN1C(=O)/C(=C/c2ccc(F)cc2)SC1=S)N[C@@H](CO)Cc1ccccc1	-4%	/	i	1.1	5%	/
43	CC(C)(C)C(=O)Nc1c2c(nc3c1CCC3)CCCC2	0%	3%	i	0.7	-4%	-5.6%
44	CCOc1ccc(N(CC(=O)Nc2ccc(C)cc2)S(C)(=O)=O)cc1	4%	/	i	0.5	3%	/
45	O=C(NC1CCN(C(=S)NCCc2ccccc2)CC1)C1CC1	7%	/	i	0.1	3%	-2.0%
46	CC(C)(C)Nc1nc(N)nc(Cl)n1	-1%	-4%	i	0.6	8%	-7.9%
47	C=CCNC(=O)c1cc(Cl)ccc1[N+](=O)[O-]	6%	1%	i	0.4	-2%	16%
48	CCCCOC(=O)Cn1c(=O)oc2ccc(C)cc21	6%	15%	i	2.5	2%	0.5%

no.	WT yeast gro inh	WT yeast gro inh mutant strain	human PMI inhibitors	TNAP activators	RSV antiviral HEp-2
37	7	-3	0%	1	-0.1%
38	-37	-7	1%	1	3.0%
39	/	/	/	/	0.5%
40	/	/	/	/	0.0%
41	-13	3	-6%	1.1	0.1%
42	/	/	/	/	1.1%
43	-6	4	14%	1.1	1.6%
44	/	/	/	/	2.5%
45	-11	-8	/	1	2.9%
46	9	3	-8%	1	0.8%
47	-12	-9	1%	1.1	1.4%
48	11	5	15%	1.1	2.4%

# Among those listed so far, these contain a cyano group:
no.	Molecule	SIAH1 antagonists	PMI inhibitors	Myeloid diff MLP	Myeloid diff MLP GFP+ MAC1+ %	Salmonella PhoP GFP	XIAP antagonists
20	N#C/C(=C\c1cccs1)C(=O)NCC1CCCO1 (stereo unspecified)	2%	5%	i	0.9	4%	-8.4%
33	N#Cc1cc(-c2ccccc2)nnc1Oc1ccccc1	3%	-1%	i	0.7	1%	-2.4%

no.	WT yeast gro inh	WT yeast gro inh mutant strain	human PMI inhibitors	TNAP activators	RSV antiviral HEp-2
20	22	10	4%	1	1.8%
33	-15	9	-3%	1	15%
